C1s inh: blocks human complement C1s protease activity. P09871. purified C1s, fluorogenic AMC substrate, pooled mixtures. mean inhibition % of two 10-compound mixtures (hits give high values), % at 5 µM (by protocol). actives 0.16% (n = 62,000);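 active means inhibition above 20% in each of the two 10-compound mixture wells holding the compound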;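 further: 0% = enzyme wells lacking compound mixture and 100% = no-enzyme blank wells; some compounds called inactive have numbers as strong as hits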
Hsp90 block: displaces geldanamycin probe from tumor Hsp90; actives 0.35% (n = 64,000); inhibition, % at 30 µM; AID 429; NCI-N417 lysate Hsp90, Cy3B-geldanamycin FP displacement;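 active means inhibition above 50%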;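 further: 0% = tracer plus lysate wells and 100% = tracer alone without lysate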
Cdc25B inh: human M-phase inducer phosphatase 2 inhibition; P30305; recombinant Cdc25B, OMFP fluorescence Ex485/Em525; inhibition, %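 (compounds tested at 10 µM final in the well)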; actives 0.1% (n = 65,000); AID 368; in the data active means inhibition above about 50%
Target sequence (P30305 whole entry, looked up): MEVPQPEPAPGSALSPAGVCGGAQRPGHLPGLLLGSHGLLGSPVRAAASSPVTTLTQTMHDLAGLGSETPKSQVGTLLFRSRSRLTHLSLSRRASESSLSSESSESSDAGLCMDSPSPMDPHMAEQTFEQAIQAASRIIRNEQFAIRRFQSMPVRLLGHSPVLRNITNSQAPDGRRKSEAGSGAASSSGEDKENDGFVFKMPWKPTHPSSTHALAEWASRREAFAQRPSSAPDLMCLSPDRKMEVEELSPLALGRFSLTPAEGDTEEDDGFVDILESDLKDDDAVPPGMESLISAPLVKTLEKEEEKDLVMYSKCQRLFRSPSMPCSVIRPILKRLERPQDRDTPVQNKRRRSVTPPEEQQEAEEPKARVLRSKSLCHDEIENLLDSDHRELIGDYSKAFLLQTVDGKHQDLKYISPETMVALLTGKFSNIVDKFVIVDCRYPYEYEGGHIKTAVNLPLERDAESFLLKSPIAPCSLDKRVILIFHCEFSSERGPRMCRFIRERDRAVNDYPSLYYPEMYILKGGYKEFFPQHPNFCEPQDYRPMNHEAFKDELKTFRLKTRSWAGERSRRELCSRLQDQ
HTR1A agonist: 5-HT1a (human) receptor agonism; CHO 5-HT1a Ga15 NFAT-bla reporter, FRET ratio; 0% basal, 100% maximal reference agonist; activation, % at 10 µM; actives 0.56% (n = 65,000);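 active means activation above the screen-wide mean activation plus 3 SD, cut at about 19% in these data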;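 further: 0% = DMSO wells and 100% = 5-CT at EC100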
FXIIa mix inh: factor XIIa (human) inhibition, mixture screen | P00748 | purified FXIIa, fluorogenic substrate, pooled mixtures | inhibition, % at 5 µM | actives 0.2% (n = 62,000) | AID 684;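 further: 0% = enzyme without compound and 100% = no enzyme blank; some results filed as inactive read as strong as hits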
DUSP1 inh: blocks human MKP-1 phosphatase activity; actives 0.15% (n = 65,000); P28562; inhibition, %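 (compounds tested at a single concentration somewhere between 10 and 100 µM)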; AID 374; recombinant MKP-1, OMFP hydrolysis fluorescence;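 active means inhibition above about 50%, limit read from the data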;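 further: 0% = DMSO max control wells and 100% = wells with enzyme stopped by NaOH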
FXIa inh mix: inhibitors of human coagulation factor XIa, pooled mixtures | purified FXIa, fluorogenic substrate | AID 680 | P03951 | inhibition, % at 5 µM | actives 0.19% (n = 62,000);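 further: each value is inhibition by a whole ten-compound pool holding the compound; 0% = enzyme with no mixture and 100% = wells lacking enzyme; strong numbers were not always called active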
CatL inh: blocks human cathepsin L protease activity | purified cathepsin L, fluorogenic substrate, fluorescence | inhibition, %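 (tested at 10 µM)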 | actives 0.17% (n = 58,000); in the data active means inhibition above about 45%;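 further: 0% = enzyme with no compound and 100% = no enzyme blank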
Cathepsin G inh: blocks human cathepsin G enzyme activity; P08311; purified enzyme, AMC-tetrapeptide fluorescence, pooled mixtures; inhibition, % at 5 µM (by protocol); actives 0.2% (n = 62,000);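 active means inhibition above 20% in each of the two mixture wells holding the compound; inactive means inhibition of 20% or less in either well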;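 further: 0% = enzyme control without mixture and 100% = blank lacking enzyme; strong numbers were not always called active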
Target sequence (P08311 21-244 limits assumed): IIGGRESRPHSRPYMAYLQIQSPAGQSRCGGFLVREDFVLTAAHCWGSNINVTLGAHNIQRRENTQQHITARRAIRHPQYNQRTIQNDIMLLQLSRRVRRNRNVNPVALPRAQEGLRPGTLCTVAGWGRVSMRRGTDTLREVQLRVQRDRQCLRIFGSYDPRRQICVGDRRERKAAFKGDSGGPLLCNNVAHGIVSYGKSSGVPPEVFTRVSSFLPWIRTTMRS
An asterisk follows results filed as active; . = not tested or not shown. Unless noted, no stated cut-off is given here; in the data, active means inhibition above about 20% (passing the limit was not always enough); inactive means the rest.

SMILES	C1s inh	Hsp90 block	Cdc25B inh	HTR1A agonist	FXIIa mix inh	DUSP1 inh	FXIa inh mix	CatL inh	Cathepsin G inh
Cc1ccc(C)c(NC(=O)CSc2nnc(-c3ccccc3C)o2)c1	-29	-3	0	-0.5	15	8	3	11	-14
O=C(C1CC1)N(CCc1ccccc1)Cc1nc2ccccc2c(=O)[nH]1	-15	-3	-13	-0.5	3	-7	3	17	-7
CCC(=O)Nc1cccc(-c2nnc(SCC(=O)NCc3ccco3)n2C)c1	-28	-1	7	5.1	-2	-8	3	24	8
COc1cc([C@@H]2[C@H]3CN(C)CC=C3C(C#N)=C(N)C2(C#N)C#N)cc2c1OCO2	-6	-7	7	7.4	1	-3	6	21	7
COC(=O)Nc1ccc(Oc2ccccc2)cc1	-9	-2	-15	-1.2	4	0	-1	2	-5
Cc1nn2c3c(cnc2c1-c1ccccc1)C(=O)CC(c1ccco1)C3 (configuration not stated)	6	-2	3	1.0	2	-13	13	-1	0
COc1ccc(C2CC(c3ccc(F)cc3)Nc3nc(N)nn32)cc1OC (configuration not stated)	-2	0	-2	-0.5	-17	12	4	.	-2
O=C(Nc1cnn(C23CC4CC(CC(C4)C2)C3)c1)c1cnn2cccnc12	-6	-3	-6	-0.9	4	12	5	9	4
Cc1ccc(C(=O)N(CN2CCCC2=O)c2ccc(F)cc2)cc1C	3	-3	7	-1.9	0	24	30	-8	6
Cc1cc(NC(=O)c2cc3nc4c(c(C(F)(F)F)n3n2)CCc2ccccc2-4)no1	-35	-1	3	-0.6	9	8	-10	-16	4
O=C(NCc1cccnc1)c1cc(-c2ccco2)on1	-11	-2	-1	-2.2	12	3	4	20	5
COc1ccccc1-c1noc(CCC(=O)Nc2cccc(C(F)(F)F)c2)n1	3	-3	-18	-1.6	14	11	12	-3	7
COCCCNC(=O)c1ccc(CS(=O)(=O)c2ccc(OC)cc2)o1	4	0	-3	0.4	-2	-9	1	20	-5
Cc1csc(NC(=O)CNS(=O)(=O)c2cccs2)n1	15	.	0	-0.9	-3	4	3	-1	17
Cc1ccc(C)c2[nH]c(=O)c(CCNC(=O)c3ccc4c(c3)OCO4)cc12	.	-1	1	-1.6	.	1	.	.	.
CCC(=O)N1CCc2cc(Br)cc(S(=O)(=O)CCC(=O)NCc3ccco3)c21	-107	.	.	-1.2	5	.	-16	14	-3
Cc1ccc(-c2nnc(-c3ccccc3)o2)cc1Br	.	1	8	0.1	.	3	.	18	.
O=C(Nc1ccc2c(c1)OCO2)c1cc2ncc(Br)cn2n1	16	22	10	1.2	4	12	9	7	27
O=C(NCc1ccco1)C(NS(=O)(=O)c1cccc2nsnc12)c1ccccc1 (configuration not stated)	0	-2	-9	-0.9	14	-2	6	-1	-2
COC(=O)C1=C(C)Nc2nc(-c3ccccc3)nn2C1c1ccc(C)o1 (configuration not stated)	-17	-4	-15	-0.1	0	11	3	10	11
Cc1cccc(NC(=O)CSc2nnc(CSc3nc(C)cc(C)n3)o2)c1	1	2	-13	-2.1	5	20	6	14	-3
CCN(CC)c1ccc(C2Nc3cccc4cccc(c34)N2)c(O)c1	.	-3	-32	-6.7	.	-6	.	6	.
COCCNC(=O)Cc1ccc(Br)cc1	14	-3	-12	0.0	2	3	6	12	9
CCCN1C2CCCC1CC(NC(=O)Nc1cccc(C(C)=O)c1)C2 (configuration not stated)	5	-4	9	-2.6	1	15	12	4	4
O=C(CSc1nnnn1C1CCCC1)N1CCCc2ccccc21	12	-1	-4	-1.0	7	2	12	29	10
SMILES	C1s inh	Hsp90 block	Cdc25B inh	HTR1A agonist	FXIIa mix inh	DUSP1 inh	FXIa inh mix	CatL inh	Cathepsin G inh
CSCC[C@H](NC(=O)OC(C)(C)C)c1nnc(SCC(N)=O)o1	7	2	2	-0.8	-1	4	7	-5	13
CCCCOc1ccc(-c2nnn(CC(=O)NCc3ccco3)n2)cc1	9	-1	-1	-2.7	-2	15	4	8	-7
CC1(C(=O)Nc2nccs2)Cc2ccccc2C(=O)O1 (configuration not stated)	1	-10	-7	-0.4	0	3	7	20	2
CCOC(=O)C1=C(C)OC(N)=C(C#N)C1c1c(C)nn(-c2ccc(C)cc2)c1Cl (configuration not stated)	-5	0	-24	-0.9	-13	16	5	2	-2
C=CCn1c(=N)c(C(=O)NCCCOC)cc2c(=O)n3ccccc3nc21	-125	1	-8	20*	9	-11	-16	-184	-12
Cn1cc(C(=O)NC2CCCCCCC2)c(=O)c2cc(S(=O)(=O)N3CCCC3)ccc21	12	2	11	-0.6	-19	28	2	12	10
CCOC(=O)/C=C1\SCC(=O)N1CCOc1cccc(Br)c1	-1	.	1	0.1	9	9	-1	1	11
COc1ccc(N2C(=O)C(Cl)=C(N3CCN(Cc4ccccc4)CC3)C2=O)cc1	1	-3	-12	1.9	-5	-4	1	.	9
C[C@H](NC(=O)C1(c2ccccc2)CCN(C(=O)[C@H]2CSCN2C(=O)OC(C)(C)C)CC1)C(=O)O	-90	5	-5	-2.9	10	19	-54	-3	-40
CCOC(=O)c1c(NC(C)=O)sc2c1CCCNC2=O	-45	0	4	0.5	2	3	-6	1	-14
O=S(=O)(CC(CN1CCCC1)N1CCCC1)c1ccc2ccccc2c1 (configuration not stated)	3	-11	-8	-3.4	2	0	-2	-5	2
C=CCN(C(=O)CNC(=O)c1ccco1)C(C(=O)NC1CCCCC1)c1ccc(OC)cc1OC (configuration not stated)	19	-3	9	-2.2	-11	5	7	-7	13
COC(=O)CSc1nc2ccccc2n1CC(=O)N(C(C)C)C(C)C	-2	-1	19	-5.9	-21	-9	4	3	-2
CC(C)c1nc2cc3ccccc3cc2[nH]1	-26	.	-6	-2.8	3	7	-3	15	-1
N#CCCN(C1CCCCC1)S(=O)(=O)CCOc1ccccc1	1	2	5	0.5	5	2	2	-5	-1
COc1ccc(NC(=O)C2CCCN(S(=O)(=O)c3cccc4cccnc34)C2)cc1OC (configuration not stated)	-4	4	-13	-4.3	-1	6	4	-2	9
COc1ccc(N(C(=O)COc2ccccc2)C2C=CS(=O)(=O)C2)c(OC)c1 (configuration not stated)	-11	0	-1	0.4	7	15	6	8	-7
CC12CCC(C(=O)N3CCN(c4ncccn4)CC3)(c3nc4ccccc4nc31)C2(C)C (configuration not stated)	14	-5	-3	0.2	12	15	-7	4	12
O=S1(=O)CCN2C(=N1)SC1=C2CCN(Cc2ccccc2)C1	15	1	-4	-0.7	1	-2	3	6	1
C=CCc1cccc2cc(NC(C)=O)c(=O)oc12	-20	-2	-1	-0.2	1	29	8	0	-11
CCN(CC)S(=O)(=O)c1ccc(F)c(C(=O)NCCCN2CCOCC2)c1	4	-5	-11	-1.9	9	7	9	2	0
CC(=O)Nc1ccc(S(=O)(=O)NCc2ccc(C(=O)NCCN3CCCCCC3)cc2)cc1	0	1	8	-3.0	3	5	-1	10	0
CC(C)(C)n1nnnc1C(c1ccccc1F)N(Cc1ccco1)CC1CCCO1 (configuration not stated)	-1	3	-1	-1.0	6	-15	7	15	5
O=C(c1ccccc1)c1coc2ccc(O)c(Cl)c12	-19	1	1	-1.4	-15	-13	0	18	-12
COc1ccc(OC)c(C2=NOC(C(=O)Nc3cccnc3)C2)c1 (configuration not stated)	-2	-1	7	1.7	-3	9	-1	15	7
SMILES	C1s inh	Hsp90 block	Cdc25B inh	HTR1A agonist	FXIIa mix inh	DUSP1 inh	FXIa inh mix	CatL inh	Cathepsin G inh
CCOC(=O)c1ccccc1NC1c2ccccc2C(=O)N1C1CCN(C(=O)OCC)CC1 (configuration not stated)	8	-1	0	0.1	0	16	7	-48	-12
CCOC(=O)C1=C(O)C(=O)N(c2ccc(S(N)(=O)=O)cc2)C1c1ccc(OC)cc1OC (configuration not stated)	-24	3	44	-0.3	7	-23	-5	28	-11
COC(=O)c1c(C#N)c(N)nc2c1CCC2	-76	-2	-4	3.3	2	-6	-29	-60	-6
N#CC12CCCCC1CC1CCCCC1(C#N)N2Cc1ccccn1 (configuration not stated)	.	-7	-24	-1.2	.	-20	.	-6	.
O=C(O)CCc1ccc(-c2cccs2)n1NC(=O)c1ccco1	-4	-3	-2	0.7	14	0	8	-5	5
CCC(C)(C)n1nnnc1C(c1cc2cccc(C)c2[nH]c1=O)N1CCN(C(=O)c2ccco2)CC1 (configuration not stated)	7	-1	7	-1.4	2	-14	3	-12	3
CCc1c(C)nc(/N=C(/NC(=O)c2ccccc2)Nc2ccccc2OC)[nH]c1=O	-6	-2	-6	-0.3	-2	4	9	-10	7
COc1ccc(S(=O)(=O)N2CCN(Cc3ccc4c(c3)OCO4)CC2)c2ccccc12	-1	-2	2	-2.5	9	5	2	-7	7
Cn1c(C(=O)NCc2ccccn2)cc2c(=O)n(C)c3ccccc3c21	16	-1	0	-1.8	1	-6	3	13	16
CC1C(=O)C(C)C(c2ccco2)NC1c1ccco1 (configuration not stated)	-11	-2	-2	-0.3	4	-45	-4	0	6
CC(C)(C)C1CCc2[nH]nc(C(=O)O)c2C1 (configuration not stated)	14	2	10	-0.5	-9	4	5	-2	9
Cc1c(C(=O)OC2CCCC2C)[nH]c2c1C(=O)CCC2 (configuration not stated)	-139	2	1	3.1	3	13	-18	10	-14
